# PI4K2A block = qHTS for small molecular inhibitors of PI4K2A. purified PI4K2A, ADP-Glo luminescence, 1 h; hits give low values. activity change, negative = inhibition, % at 76.9 µM. 420,000 tested, 0.13% active. AID 1346378, 2018; in the data active = activity change below about -50%; inconclusive = mostly about -30% to -49%;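 note: -100% = wells without enzyme as full effect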
# Target sequence (Q9BTU6 whole entry, looked up): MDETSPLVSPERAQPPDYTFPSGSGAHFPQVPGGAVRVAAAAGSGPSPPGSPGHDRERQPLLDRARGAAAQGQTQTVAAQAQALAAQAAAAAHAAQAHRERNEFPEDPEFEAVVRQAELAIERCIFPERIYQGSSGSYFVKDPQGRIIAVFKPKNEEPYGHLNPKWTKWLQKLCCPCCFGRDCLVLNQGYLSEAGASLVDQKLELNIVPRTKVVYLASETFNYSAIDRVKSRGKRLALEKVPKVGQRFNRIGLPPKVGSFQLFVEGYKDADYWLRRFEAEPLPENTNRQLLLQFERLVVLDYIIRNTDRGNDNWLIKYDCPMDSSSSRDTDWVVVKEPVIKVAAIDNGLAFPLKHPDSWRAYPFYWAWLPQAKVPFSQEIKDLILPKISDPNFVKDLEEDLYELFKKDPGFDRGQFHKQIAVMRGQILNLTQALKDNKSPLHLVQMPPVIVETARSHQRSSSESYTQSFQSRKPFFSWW
#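 ADP-Glo luminescence measured ADP generated by PI4K2A enzyme (4 ug/mL before mixing) with 1.2 mM PI substrate (pre-mix) and 300 microM ATP (pre-mix). Tris pH7.5 buffer with MgCl2, Triton X-100; 1 h reaction at ambient temperature.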
# GLS inh = qHTS for Inhibitors of Glutaminase (GLS) | 410,000 tested, 0.21% active | Potency, µM (series often up to 45.5 µM), without a hit: at the top dose activity change, negative = inhibition, actives largely listed as inhibitors | AID 624170, 2012 | GLS enzymatic activity, qHTS titration | Glutaminase kidney isoform, mitochondrial (Homo sapiens), O94925; note: potency is the fitted concentration of half-maximal effect; % is set by controls: 0 for no effect and ±100 for the full control effect
#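 Two-point fluorescence kinetic (t0, 30 min RT) for hKGA; glutamate detected via glutamate oxidase–HRP–Amplex Red. Substrate: 1 mM L-glutamine solution; buffer 45 mM KH2PO4, pH 8.2.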
# USP1 inh = Inhibitors of USP1/UAF1: Primary Screen; Ubiquitin carboxyl-terminal hydrolase 1 (Homo sapiens), O94782; recombinant USP1/UAF1, Ub-Rhodamine cleavage fluorescence; Potency, µM (highest dose often 57.1 µM), for inactives: at the highest dose activity change, negative = inhibition, hits mostly inhibitors; 390,000 tested, 0.23% active; AID 743255, 2014; note: potency is the fitted concentration of half-maximal effect; % is set by controls: 0 for no effect and ±100 for the full control effect; nearly all actives have a fitted effect of over 60% in size; inactives centre near -12
#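 USP1/UAF1 complex at 1 nM was preincubated with compound for 15 min at room temperature, then Ub-Rho substrate (150nM final) was added. Fluorescence (480/540 nm) was read kinetically, 6 reads every 60 seconds.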
# HP1b chromo inh = HTS for Inhibitors of HP1-beta Chromodomain Interactions with Methylated Histone Tails; Chromobox protein homolog 1 (Homo sapiens), P83916; AlphaScreen HP1-beta / biotin-H3K9me3 peptide binding; Potency, µM (highest dose often 114 µM), for the others: at the top dose activity change, negative = inhibition, most hits filed as inhibitors; 390,000 tested, 0.56% active; note: potency is the fitted concentration of half-maximal effect; nearly all actives have a fitted effect of over 70% in size; inactives centre near 23
#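 HP1-beta protein (50 nM final) preincubated 30 min at room temperature with biotinylated H3(1-18)K9me3 peptide (50 nM) in PBS pH 7.4, 0.01% Tween-20, then compound added for 30 min. AlphaScreen streptavidin donor/nickel chelate acceptor beads (10 ug/mL final), 30 min dark, luminescence read.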
# rTrxR1 inhibitor = qHTS Assay for Inhibitors of Mammalian Selenoprotein Thioredoxin Reductase 1 (TrxR1): qHTS; Thioredoxin reductase 1, cytoplasmic (Rattus norvegicus), O89049; recombinant rTrxR1, NADPH fluorescence consumption, selenite substrate; Potency, µM (titrated, usually from 114 µM), inactives show at the highest dose activity change, negative = inhibition, hits mostly inhibitors; 390,000 tested, 1% active; note: potency is the fitted concentration of half-maximal effect; % is set by controls: 0 for no effect and ±100 for the full control effect; nearly all actives have a fitted effect of over 65% in size
#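 Rat TrxR1 (90 nM in the dispensed reagent) was pre-reduced with 400 uM NADPH for 5 min at room temperature, then incubated with compound for 15 min. After 400 uM selenite was added, NADPH fluorescence (Ex 340/Em 450 nm) was followed for 8 min.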
# Pin1 inh = qHTS Assay to Find Inhibitors of Pin1; Peptidyl-prolyl cis-trans isomerase NIMA-interacting 1 (Homo sapiens), Q13526; Pin1 FP peptide displacement, HiFluor488, 10 min; Potency, µM (top dose mostly 115 µM), without a hit: at the top dose activity, negative = inhibition, actives largely listed as inhibitors; 390,000 tested, 0.009% active; active = well fitted inhibition curve with a large enough effect in the polarisation, with a control signal flat, not every such curve was filed as active; inconclusive = small, poorly fitted or top-dose-only effect, or effect the other way, or a change in a side signal; inactive = no such curve, though single readings can be large or run the other way; the % refers to the polarisation; note: potency is the fitted concentration of half-maximal effect; % is set by controls: 0 for no effect and ±100 for the full control effect
# Target sequence (Q13526 whole entry, looked up): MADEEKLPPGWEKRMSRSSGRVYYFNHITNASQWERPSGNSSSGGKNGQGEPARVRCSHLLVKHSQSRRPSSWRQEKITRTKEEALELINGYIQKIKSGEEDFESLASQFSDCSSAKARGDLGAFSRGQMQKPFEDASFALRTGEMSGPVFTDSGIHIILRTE
# PGK inhibitor = qHTS Assay to Find Inhibitors of Phosphoglycerate Kinase. Phosphoglycerate kinase, glycosomal (Trypanosoma brucei brucei), P07378. PGK/GAPDH coupled, Kinase-Glo luminescence, 60 min. Potency, µM (top dose mostly 57.5 µM), without a hit: at the top dose activity change, negative = inhibition, hits mostly inhibitors. 380,000 tested, 0.043% active. AID 602233, 2012; note: potency is the fitted concentration of half-maximal effect; % is set by controls: 0 for no effect and ±100 for the full control effect; nearly all actives have a fitted effect of over 60% in size
#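 Recombinant glycosomal PGK reaction used 1,3-bisphosphoglycerate generated in-well by GAPDH (100nM final) in 100mM TEA pH 7.6, 5mM MgCl2, 0.01% Tween-20. After 60 minutes at room temperature, ATP was read by Kinase-Glo Plus luminescence end-point.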
# TrxR1 substrate = qHTS Assay for Substrates of Mammalian Selenoprotein Thioredoxin Reductase 1 (TrxR1): qHTS. purified TrxR1 substrate turnover, NADPH consumption readout. Potency, µM (doses to about 114 µM), for the others: top-dose activity change, negative = substrate turnover. Thioredoxin reductase 1, cytoplasmic (Rattus norvegicus), O89049. 390,000 tested, 0.01% active; note: potency is the fitted concentration of half-maximal effect; % is set by controls: 0 for no effect and ±100 for the full control effect; nearly all actives have a fitted effect of over 50% in size
#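 Rat TrxR1, dispensed at 90 nM, was prereduced with 400 uM NADPH (final) for 5 min at ~22 deg C, then incubated with compound 15 min before 400 uM selenite. A first-read NADPH fluorescence drop versus no-compound background flagged substrates.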
# IDH1 R132H inh = qHTS for Inhibitors of mutant isocitrate dehydrogenase 1 (IDH1): qHTS. Potency, µM (doses to about 76.6 µM), without a hit: top-dose activity change, negative = inhibition, most hits filed as inhibitors. AID 602179, 2012. IDH1-R132H enzyme, NADPH consumption, diaphorase/resazurin fluorescence. 390,000 tested, 0.093% active; note: potency is the fitted concentration of half-maximal effect; % is set by controls: 0 for no effect and ±100 for the full control effect; nearly all actives have a fitted effect of over 65% in size
# Target sequence (O75874 whole entry R132H, stated change not applied): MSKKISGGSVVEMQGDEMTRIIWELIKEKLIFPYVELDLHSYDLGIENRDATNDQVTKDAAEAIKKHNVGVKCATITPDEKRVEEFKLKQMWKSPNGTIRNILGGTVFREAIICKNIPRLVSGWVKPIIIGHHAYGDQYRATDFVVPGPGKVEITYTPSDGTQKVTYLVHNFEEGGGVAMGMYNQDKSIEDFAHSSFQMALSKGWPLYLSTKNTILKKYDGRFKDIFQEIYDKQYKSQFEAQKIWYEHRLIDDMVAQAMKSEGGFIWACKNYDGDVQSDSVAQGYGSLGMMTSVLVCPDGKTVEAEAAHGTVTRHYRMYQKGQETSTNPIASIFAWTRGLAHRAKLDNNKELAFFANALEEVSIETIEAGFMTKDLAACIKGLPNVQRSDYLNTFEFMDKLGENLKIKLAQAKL
#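 IDH1-R132H (0.5 ug/mL dispensed) in pH 7.5 Tris buffer was preincubated 30 min with compound, then given a substrate mix of 0.016 mM NADPH and 2 mM alpha-KG for 80 min at room temperature; remaining NADPH was read by diaphorase/resazurin fluorescence.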
# * hit, by the source's call; i = inactive; ? = inconclusive; · = not tested or not shown; [ ] = another dose, or the depositor's remark. Unless noted, calls come from the whole dose curve; as a rule, active = well fitted curve in the direction sought with a large enough effect; inconclusive = small, poorly fitted or top-dose-only effect, or another doubt; inactive = no such curve, though single readings can be large; an effect the other way counts as inactive or inconclusive. Only part of the results is shown; rates above refer to the full screens.
# Every second line gives: PI4K2A block	GLS inh	USP1 inh	HP1b chromo inh	rTrxR1 inhibitor	Pin1 inh	PGK inhibitor	TrxR1 substrate	IDH1 R132H inh
> COc1ccc(C(=O)NCc2cccnc2)cc1S(=O)(=O)N1CCOCC1
 : 5	1%	-8%	43%[activator]	19%	-6%	-4%	8%	1%
> Cc1ccc(NC(=O)CCc2nc3cccnc3n2-c2ccccc2)cc1
 : 1	-9%	-18%	-2%	31%	8%	-1%	4%	33%[activator]
> CCN(CC)S(=O)(=O)c1ccc(C(=O)Oc2cc(C)[nH]c(=O)c2[N+](=O)[O-])cc1
 : -3	1%	-22%	40%[activator]	-3%	-11%	-10%	-2%	4%
> S=C(NCc1ccccc1Cl)NC1CCCC1
 : 6	8%	-13%	33%	9%[57.1 µM]	-5%	i	7%[57.1 µM]	9%
> COc1cccc(C(=O)Nc2ccc(N3CCN(S(C)(=O)=O)CC3)cc2)c1
 : -3	-11%	-7%	16%	19%	18%	-2%	12%	4%
> CC(=O)/C=C(\C)Nc1ccccc1O
 : -5	4%	-8%	8%	-29%	1%	2%	3%	4%
> Cc1ccc(-n2nc(CO)c(C(=O)NCc3ccccn3)n2)cc1C
 : 0	-14%	-3%	15%	28%	-5%	-2%	108%[activator]	1%
> CCOc1ccc(NC(=O)c2cc(S(=O)(=O)N3CCc4ccccc43)ccc2F)cc1
 : -5	5%	-26%	19%	-3%[57.1 µM]	9%	0%	-9%[57.1 µM]	-14%
> COc1ccc(-c2cc(C(=O)OC(C)C(=O)c3ccccc3)c3cccc(Cl)c3n2)cc1 (centres undefined)
 : 0	-4%	-18%	63%[activator]	29%	2%	1%	10%	-2%
> Cc1ccc(NC(=O)c2c(C)noc2-c2snnc2C)cc1
 : 4	-4%	-18%	29%	10%[57.1 µM]	9%	0%	5%[57.1 µM]	4%
> Cc1ccc(C(=O)N/N=C(\CC(C)C)c2ccccc2)cc1
 : -1	13%	-9%	11%	-4%	-4%	i	-7%	9%
> Cc1ccc2nc3c(cc(C#N)c(=O)n3-c3nnc(SCc4ccccc4)s3)c(=O)n2c1
 : -1	2%	11%	62%[activator]	10%	?	·	52%[activator]	·
> COCCN1C(=O)N[C@@H](c2ccccc2)[C@H](C(=O)OC)[C@H]1C
 : -2	-1%	-33%	34%	16%	3%	3%	1%	-6%
> CCN(CCn1cccn1)C(=O)c1ccc(OC2CCN(C(=O)COC)CC2)cc1
 : -2	-1%	-15%	22%	-10%	-3%	i	-10%	9%
> Cc1ccc(C(=O)NNC(=O)CSc2n[nH]c(-c3cccnc3)n2)cc1
 : -4	-16%	-27%	-3%	1%[57.1 µM]	7%	-2%	-3%	-7%
> O=C(NCC1CCCN1S(=O)(=O)c1ccccc1)c1cccc(Cl)c1 (centres undefined)
 : -1	19%	-9%	14%	-11%	-3%	12%	-7%	1%
> O=C(OCc1nnc(-c2ccc([N+](=O)[O-])cc2)o1)C1CCN(C(=O)c2ccc(Cl)cc2)CC1
 : -9	0%	-8%	-3%	-13%	9%	-4%	-14%	5%
> Cc1cc(C(=O)N/N=C/c2ccccn2)n[nH]1
 : 1	-9%	-13%	51%[activator]	-5%	0%	-2%	-4%	3%
> c1ccc(CC2CNc3ccccc3CN2)cc1 (centres undefined)
 : -3	15%	-10%	14%	-12%	1%	i	-3%	5%
> CCOC(=O)c1c(-c2ccc(C)cc2)csc1NC(=O)CCN1CC(C)OC(C)C1 (centres undefined)
 : 2	5%	-6%	35µM*	5%	4%	-1%	-10%	5%

# The list goes on, starting with the last three of the part before.
Structure | PI4K2A block | GLS inh | USP1 inh | HP1b chromo inh | rTrxR1 inhibitor | Pin1 inh | PGK inhibitor | TrxR1 substrate | IDH1 R132H inh
Cc1cc(C(=O)N/N=C/c2ccccn2)n[nH]1 | 1 | -9% | -13% | 51%[activator] | -5% | 0% | -2% | -4% | 3%
c1ccc(CC2CNc3ccccc3CN2)cc1 (centres undefined) | -3 | 15% | -10% | 14% | -12% | 1% | i | -3% | 5%
CCOC(=O)c1c(-c2ccc(C)cc2)csc1NC(=O)CCN1CC(C)OC(C)C1 (centres undefined) | 2 | 5% | -6% | 35µM* | 5% | 4% | -1% | -10% | 5%
S=C(Nc1ccccc1)Nc1ccc(Br)cn1 | 8 | 0% | 1% | 15% | -43% | -1% | 15% | 7% | 5%
O=C(N/N=C/c1c(Cl)[nH]c2ccccc12)c1ccc2c(c1)OCCO2 | -5 | -11% | -20% | 0% | 15%[11.4 µM] | 5% | -2% | -10% | 1%
CCOC(=O)Cc1nn(C(C)C)c(=O)c2ccccc12 | 4 | 1% | -25% | 66%[activator] | 16%[57.1 µM] | 7% | i | -13%[57.1 µM] | 9%
COc1ccc(CC(=O)Nc2cccc(C(=O)Nc3ccccc3C(=O)O)c2)cc1OC | -4 | 5% | -23% | 64%[activator] | 22% | -1% | -6% | 9% | 2%
O=C(Nc1nccs1)c1ccccn1 | -1 | 5% | -7% | 41%[activator] | 20% | 2% | 1% | 0% | 4%
CN(C)S(=O)(=O)c1cccc(NC(=O)c2ccc(COc3ccccc3)cc2)c1 | -4 | -20% | -25% | 68%[activator] | 20% | 6% | -6% | 0% | 0%
Cc1cccc(NC(=O)c2nc[nH]c2C(=O)NCC(=O)OCc2ccccc2)c1 | 0 | 4% | 17% | 54%[activator] | 3%[57.1 µM] | ? | 6% | 4%[57.1 µM] | -4%
COc1ccc(-n2nc(C(=O)NCC(=O)NCCCN3CCN(C)CC3)c3ccccc3c2=O)cc1OC | -1 | -4% | -14% | -16% | 8% | 14% | -8% | 6% | 17%
C=CC[C@H](CC(=O)NCCO)C(=O)N[C@@H](COC(=O)[C@@H](CC=C)CC(=O)OC(C)(C)C)Cc1c[nH]c2ccccc12 | 2 | 6% | ? | 33% | 22% | -2% | 5% | 8% | -2%
O=C(CC(CC(=O)c1ccc(Br)cc1)c1cccnc1)c1ccc(Br)cc1 | -2 | -20% | -15% | 37% | 3% | -7% | -7% | -8% | 9%
CS(=O)(=O)N1CCN(c2ncnc3c2cnn3-c2ccccc2)CC1 | 2 | 4% | -10% | 20% | -9%[57.1 µM] | 0% | 1% | -6%[57.1 µM] | -8%
CN(Cc1ccccc1)S(=O)(=O)c1ccc2[nH]cc(C(=O)NCC3CCCO3)c(=O)c2c1 (centres undefined) | 8 | 2% | -1% | 47%[activator] | 2% | 47%[activator] | i | -2% | 8%
CCN(Cc1ccccc1)Cc1c(O)ccc2c(=O)c(-c3ccccc3Cl)c(C(F)(F)F)oc12 | -3 | 7% | -20% | 3% | 7% | 2% | · | 1% | ·
Cc1cc(C)cc(Nc2nnc(-n3nc(C)cc3C)c3ccccc23)c1 | 0 | 1% | -13% | 38% | 0% | ? | 0% | -9% | -11%
COc1ccc(Cl)cc1S(=O)(=O)n1ccnc1C(C)C | 1 | -5% | 9% | 46%[activator] | 24% | 3% | -6% | -2% | -5%
COc1ccc(OC)c(-c2cc(C(=O)Nc3c(C)nn(Cc4ccccc4Cl)c3C)no2)c1 | 13 | -3% | -17% | 5% | 28%[57.1 µM] | 6% | -8% | 22%[57.1 µM] | -10%
COc1ccc(CC(=O)NC(C)c2nnc(SCc3nc4ccccc4c(=O)[nH]3)n2C)cc1 (centres undefined) | -7 | -2% | -5% | 19% | -6% | -8% | -10% | -3% | 10%
Cc1cccc(CC(C)NC(=O)c2cc(COc3ccc(C)c(C)c3)on2)n1 (centres undefined) | -6 | 1% | -13% | 37% | -4% | 1% | -8% | -14% | 11%
O=C(COC(=O)CNC(=O)c1ccc(Cl)cc1Cl)NC1CC1 | 3 | 1% | -3% | 12% | -4%[57.1 µM] | 0% | -4% | 2%[57.1 µM] | 3%
CN(C)c1ccc(C(=O)OCC(=O)NCCCc2ccccc2)cc1 | -2 | 7% | -7% | 24% | 5% | -2% | -8% | -8% | 0%
